Screening data as filed in PubChem BioAssay.
SIAE primary: inhibitors of human sialic acid acetylesterase SIAE; SIAE FP-Rh probe binding, fluorescence polarization; actives 0.69% (n = 370,000); Q9HAT2; inhibition, % at 9.66 µM; AID 1053197;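 active = inhibition above a cutoff: mean of compounds within the control limits plus 3 SD of those, cut at about 17% in these data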;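 note: 0% = plate median of compound wells and 100% = probe without SIAE protein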
rCAG binder: molecules binding r(CAG) RNA repeats; r(CAG) RNA repeat, TO-PRO-1 dye displacement fluorescence; inhibition, % at 3 µM; actives 1.3% (n = 370,000);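 active = inhibition above the plate cutoff, the mean of all test compounds on that plate plus 3 SD, cut at about 35% in these data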;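 note: 0% = DMSO alone and 100% = 100 µM mitoxantrone as full dye displacement; higher means more dye released from RNA so lower well fluorescence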
LEDGF integ inh: blocks HIV-1 LEDGF/p75-dependent DNA integration; TR-FRET IN-LEDGF/p75 DNA integration, Eu/Cy5; inhibition, % at 3.7 µM; actives 0.64% (n = 370,000); AID 743269;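 active = inhibition above the screen-wide mean plus 3 SD, cut at about 13% in these data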;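 note: signal is the Cy5 over europium emission ratio at 671 and 618 nm; 0% = plate median of compound wells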
ABHD4 inh: inhibitors of mouse ABHD4 | actives 0.54% (n = 370,000) | inhibition, % at 8.92 µM | AID 720543 | purified mABHD4, FP-Rh probe fluorescence polarization;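 active = inhibition exceeding the mean over every tested compound plus 3 SD, cut at about 30% in these data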;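 note: 0% = plate median of compound wells and 100% = S159A mutant with DMSO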
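Assay system: mouse ABHD4 enzyme, wild type / Also added: fluorescent activity-based probe FP-Rh / Doses: single nominal dose of 8.92 µM, 0.89% DMSO final / Timing: 45 min compound pre-incubation plus 60 min probe step, 25 °C / Signal: FP readout, ex 525 nm / em 598 nm / Control set: S159A mutant/DMSO as 100%, compound-well median as 0%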
PRMT1 inh: PRMT1 (human) inhibition, primary screen; inhibition, % at 2.79 µM; Q99873; actives 1.3% (n = 370,000); recombinant PRMT1, activity-based probe fluorescence polarization;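 active = inhibition above about 21% made by adding two undisclosed values, limit read from the data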
TCR-CD3 inh: human TCR-CD3 binding inhibition; TAMRA-labeled TCR probe fluorescence, biochemical; inhibition, % at 9.4 µM; actives 0.37% (n = 360,000); in the data active = inhibition above about 19%;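 note: recombinant mutant TCR 2C K166C tagged with TAMRA read by polarization; 0% = receptor in buffer alone and 100% = receptor with positive control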
GC-B act: GC-B (human) receptor activation; actives 0.11% (n = 370,000); activation, % at 10 µM; HEK293-GC-B cells, CNP EC30, cGMP TR-FRET; 0% at EC30 CNP, 100% saturating CNP; P20594;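 active = activation at 10 µM reaching about 35% in either raw or pattern-adjusted values, limit read from the data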
Target sequence (P20594 whole entry, looked up): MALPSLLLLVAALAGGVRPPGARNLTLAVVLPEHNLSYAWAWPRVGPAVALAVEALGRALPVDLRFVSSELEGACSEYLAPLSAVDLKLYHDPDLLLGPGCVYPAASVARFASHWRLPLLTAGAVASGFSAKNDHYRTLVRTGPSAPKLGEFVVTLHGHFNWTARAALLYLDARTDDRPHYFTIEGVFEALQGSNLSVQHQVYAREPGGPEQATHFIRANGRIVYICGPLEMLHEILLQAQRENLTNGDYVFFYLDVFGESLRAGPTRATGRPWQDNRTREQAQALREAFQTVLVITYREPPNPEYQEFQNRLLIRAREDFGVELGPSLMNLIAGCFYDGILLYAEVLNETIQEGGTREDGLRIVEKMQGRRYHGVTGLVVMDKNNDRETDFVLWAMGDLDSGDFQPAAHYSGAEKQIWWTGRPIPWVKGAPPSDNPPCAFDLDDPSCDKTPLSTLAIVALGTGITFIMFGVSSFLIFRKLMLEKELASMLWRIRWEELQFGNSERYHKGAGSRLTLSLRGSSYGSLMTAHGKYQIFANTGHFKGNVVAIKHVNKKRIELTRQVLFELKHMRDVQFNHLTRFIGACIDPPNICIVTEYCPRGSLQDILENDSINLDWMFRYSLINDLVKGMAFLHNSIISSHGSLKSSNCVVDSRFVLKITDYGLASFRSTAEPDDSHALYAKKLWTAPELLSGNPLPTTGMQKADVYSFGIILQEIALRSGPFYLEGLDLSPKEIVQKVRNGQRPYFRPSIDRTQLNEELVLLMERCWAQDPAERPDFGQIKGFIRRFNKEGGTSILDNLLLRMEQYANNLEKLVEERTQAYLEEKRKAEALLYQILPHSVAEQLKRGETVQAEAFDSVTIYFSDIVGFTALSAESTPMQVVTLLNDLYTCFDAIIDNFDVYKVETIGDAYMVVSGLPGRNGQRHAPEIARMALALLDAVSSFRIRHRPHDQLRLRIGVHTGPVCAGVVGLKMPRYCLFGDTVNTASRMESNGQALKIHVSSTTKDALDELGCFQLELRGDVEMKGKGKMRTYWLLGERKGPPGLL
TDP2 absorb: blocks human TDP2 phosphodiesterase activity. recombinant TDP2, T5PNP hydrolysis, p-nitrophenol absorbance 415 nm. inhibition, % at 12.8 µM. AID 720702. O95551. actives 0.34% (n = 370,000);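 active = inhibition above the mean of all tested compounds plus 3 SD, set per campaign, cut at about 25% in these data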;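 note: 0% = DMSO with enzyme and 100% = buffer with substrate but no TDP2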
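Incubation: 2 h at 37 °C; Test system: recombinant human TDP2; Quantity: enzyme 120 nM; Read-out basis: percent inhibition; Medium: 50 mM Tris-HCl pH 7.5 with Mg2+, KCl, DTT, BSA; Repeats: single replicate; Compound: 12.8 µM single point, 1% DMSO; Signal: epi absorbance; Reagent: 5 mM T5PNP chromogenic substrate; Benchmarks: no-enzyme high, DMSO-plus-enzyme low.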
MBD2 DNA inh: blocks human MBD2 binding to methylated DNA; Q9UBB5; TR-FRET, MBD2 binding to methylated oligonucleotide; AID 686964; actives 0.31% (n = 370,000); inhibition, % at 4.4 µM; in the data active = inhibition above about 13%
HTRA1 inhibitor: blocks human HTRA1 serine peptidase. Q92743. recombinant HTRA1, FP-rhodamine activity-based probe, fluorescence polarization. inhibition, % at 5.96 µM. actives 0.5% (n = 340,000). AID 504803; in the data active = inhibition above about 36%;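 note: 0% = enzyme with DMSO and 100% = wells lacking enzyme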
* = called active by the depositor; · = not tested or not shown.

smiles	LEDGF integ inh	rCAG binder	HTRA1 inhibitor	MBD2 DNA inh	ABHD4 inh	SIAE primary	TDP2 absorb	GC-B act	PRMT1 inh	TCR-CD3 inh
CC(C)=C(C#N)c1nc2ccccc2s1	1	7	-30	-1	-29	-2	-4	6	4	-17
O=C1COc2ccccc2N1Cc1c(F)cccc1Cl	-4	-5	-6	2	-2	-5	2	3	1	1
CC(=O)c1cccc(NC(=S)NCCc2ccc(F)cc2)c1	3	0	-9	3	2	-6	-9	-2	-1	-3
COc1cccc2cc(-c3cc(=O)oc4cc(C)c(O)cc34)oc12	4	18	-9	0	7	1	6	-2	6	3
CCCSc1n[nH]c(NC(C)=O)n1	-3	1	0	-1	4	1	2	-5	2	-5
c1ccc2c(c1)ncn2Cc1nnc2sc(-c3ccncc3)nn12	-3	0	5	-2	7	-5	16	1	6	-5
Cc1cc(OCCCC(=O)N2CCCCC2)cc(C)c1Cl	1	-5	-8	1	3	1	3	-2	-3	-1
CC(=O)NS(=O)(=O)c1ccc(NC(=S)NC(=O)C(C)C)cc1	-1	-1	2	5	4	2	0	-2	-2	0
COc1ccc(C2C(CC(=O)O)=C(O)C(=O)N2c2ccccc2)cc1 (centres undefined)	1	5	2	-2	-7	4	0	-1	4	4
Cc1cccc(N2CCN(C(c3ccccc3)c3nnnn3C(C)(C)C)CC2)c1C (centres undefined)	-2	-1	6	-5	4	0	-4	0	0	-2
COc1ccc(C(C)C)cc1S(=O)(=O)Nc1ccc(Cl)cn1	-3	8	-2	-1	2	-7	-9	4	-2	6
Cc1cc(C(=O)N2CCN(Cc3ccc4c(c3)OCO4)CC2)cs1	1	-4	0	4	0	2	3	5	0	3
Cc1cc(C)c2c(CC(=O)NCCc3ccccc3)coc2c1	1	-2	-8	5	-7	7	-13	-2	6	-4
N=c1c(C(=O)NCCN2CCOCC2)cc2c(=O)n3ccccc3nc2n1Cc1ccc(F)cc1	-1	0	-4	-5	3	1	-7	9	4	-2
CCN(CC(=O)Nc1c(F)cccc1F)C(=O)c1ccc(N2CCCCC2)c([N+](=O)[O-])c1	0	-3	0	-3	4	4	-9	-2	-2	6
CCCCCCCn1c(=N)n(CC(=O)c2ccco2)c2ccccc21	1	8	-3	2	3	1	-10	-8	-2	7
CCOc1ccccc1NC(=O)CSc1ccc(-c2sc(C)nc2C)nn1	2	-2	0	-2	-5	-5	2	1	5	-7
COc1cc(C2=NOC(C(=O)N3CCCc4ccccc43)C2)cc(OC)c1OC (centres undefined)	-3	-3	1	0	0	-10	-10	0	0	5
Cc1cccc(OCCNC(=O)c2ccc(Cl)c(S(=O)(=O)NCc3cccnc3)c2)c1	-9	0	2	1	0	-3	-6	-1	7	-12
Cc1ccc(Nc2nc(C)cc(C)c2C(N)=O)c(C)c1	1	0	0	4	5	2	-5	-1	-3	8

Individual results from the list.
HTRA1 inhibitor result of CCCCCCCn1c(=N)n(CC(=O)c2ccco2)c2ccccc21 reads -3
HTRA1 inhibitor result of Cc1cc(C)c2c(CC(=O)NCCc3ccccc3)coc2c1 reads -8
MBD2 DNA inh result of Cc1cc(C(=O)N2CCN(Cc3ccc4c(c3)OCO4)CC2)cs1 reads 4
SIAE primary result of Cc1cc(OCCCC(=O)N2CCCCC2)cc(C)c1Cl reads 1

Further structures
smiles	LEDGF integ inh	rCAG binder	HTRA1 inhibitor	MBD2 DNA inh	ABHD4 inh	SIAE primary	TDP2 absorb	GC-B act	PRMT1 inh	TCR-CD3 inh
Cc1ccc(C2CCN(C(=S)Nc3cccc(C)c3)C2)cc1 (centres undefined)	0	-3	-15	-2	-8	13	-3	-2	-9	5
Cc1[nH]c(C)c(S(=O)(=O)N(Cc2ccccc2)C(C)(C)C)c1C(=O)N1CCCC1	0	-4	1	-3	1	-5	10	-6	2	2
CCOC(=O)c1ccccc1NC(=O)COC(=O)C(Cc1c[nH]c2ccccc12)NC(C)=O (centres undefined)	-4	-3	-9	1	-4	8	-10	-17	5	-6
CCOc1ccc(C(=O)Nc2cccc3ncccc23)cc1Cl	2	0	-10	-9	-4	-6	-14	4	-3	-4
COC(=O)C[C@@H]1OC[C@H](C)N1S(=O)(=O)c1ccc(C)cc1	0	-1	·	-1	0	0	0	0	2	-2
C=CCN(CC=C)CCCOc1ccccc1C(=O)OC	2	-2	1	6	2	6	8	-2	-3	-13
CCOC(=O)c1sc(-c2ccccc2)cc1NC(=O)c1ccc(S(=O)(=O)N(CCOC)CCOC)cc1	-3	-1	0	9	-7	-9	2	2	5	-1
Cn1c(=O)oc2cc(S(=O)(=O)Nc3ccc(F)cc3)ccc21	-2	0	-3	2	2	0	10	2	0	2
O=C(Nc1ccccn1)C1CCN(C(=O)Nc2ccccc2)CC1	-3	-1	0	-1	-2	-3	8	5	-1	4
CCCCNC(=O)c1ccccc1NC(=O)c1ccccc1N(C)S(C)(=O)=O	-5	-6	6	1	-2	-6	-2	4	3	6
O=C(NCc1cccs1)C1CCCN(S(=O)(=O)c2ccccc2)C1 (centres undefined)	-2	4	·	4	3	1	0	-6	2	·
CC(=O)Nc1ccc(C(=O)NNC(=O)c2cccc(C)c2)cc1	-4	-2	7	9	-9	-3	-10	5	6	-5
NC(=O)CSc1nnc(-c2cccnc2)n1CCc1ccccc1	0	-2	14	4	3	0	9	4	-4	5
Cc1cc2[nH]c(=O)c(=O)[nH]c2cc1S(=O)(=O)N1CCN(c2ccccc2)CC1	2	8	1	-5	-5	6	8	4	5	-3
Cc1cccc(NC(=O)c2cc([N+](=O)[O-])ccc2NCC2CCCO2)n1 (centres undefined)	-6	-2	-5	1	-7	-3	-15	2	4	-5
COc1ccc(OC)c(-c2cc(C(=O)Nc3ccc(F)cc3F)no2)c1	1	0	-3	-1	-11	-5	-6	-2	-4	0
CCCCNc1c([N+](=O)[O-])c(=O)n(C)c2ccccc12	-4	2	5	5	-8	-3	-15	3	12	-4
COc1cc(S(=O)(=O)Nc2ccc(C)cc2)ccc1N=Cc1c(C)c(C#N)c(=O)n(C)c1O	1	0	·	1	1	-7	-2	-14	1	6
O=C(Cn1cc(C(F)(F)F)ccc1=O)NC1CCCC1	2	2	1	1	-1	-2	7	-4	3	-5
Cc1nc(=O)c(-c2ccccc2)c(C)n1-c1ccc(Br)cc1	4	-8	·	-1	-4	6	-2	2	-3	2
O=C(CSc1ncnc2ccccc12)NCCc1ccccc1	4	-7	7	0	-1	-6	-10	-3	3	1
CN(C(=O)CCN1C(=O)C(C)(C)Nc2ccccc21)c1ccccc1	-2	-3	0	0	-5	-2	-5	17	0	-3
O=C(COc1ccccc1F)Nc1ccc2c(c1)CCC2	-1	0	-4	0	-3	2	1	-1	0	5
Nc1ccccc1S(=O)(=O)C(F)F	-1	0	-1	7	-4	-1	10	1	-3	0
O=C(c1cccs1)N1CCN(S(=O)(=O)c2cccs2)CC1	1	-1	1	-3	0	-2	1	2	-2	0
COc1cc(NC(=O)CCS(=O)(=O)c2ccc3c(c2)oc(=O)n3C)cc(OC)c1	-3	2	2	-2	14	7	-21	-1	9	3
COc1ccc(/C=C/C(=O)OCC(=O)NC(C)CCc2ccccc2)cc1OC (centres undefined)	-2	3	-4	-1	-3	-1	4	-1	-1	8
CC1C/C(=N/N2C(=O)CSC2=S)CC(C)(C)C1 (centres undefined)	9	6	5	-2	7	4	6	-2	18	1
COc1ccccc1-n1nnnc1SCC(=O)Nc1ccccn1	0	-2	5	3	-1	1	-2	4	1	0
COc1ccc(N(C(=O)C(C)C)S(=O)(=O)c2cccc3cccnc23)cc1	11	1	3	-3	-12	1	-13	-4	-1	0
Cc1cc(=O)nc2c3ccccc3n(C(C)C(=O)Nc3c(F)c(F)c(F)c(F)c3F)n12 (centres undefined)	1	0	-2	6	-2	-6	3	-6	5	-2
O=c1cc(O)c2sc(Nc3ccc(F)c(Cl)c3)nc2[nH]1	6	35*	·	4	4	6	3	-10	16	-11
COc1cccc(NC(=O)c2ccccc2SC)c1	0	0	0	-1	2	0	10	-3	1	3
Cc1cccc(NC(=O)c2ncn3c2C(=O)N[C@@H](C)C3)c1	-1	1	4	4	10	-1	5	-7	-1	5
CC(=O)N1C(=O)C2(C(C#N)=C(N)Oc3n[nH]c(-c4ccccn4)c32)c2ccccc21 (centres undefined)	2	-1	0	1	-7	4	4	-9	-4	-8
COc1ccc(OC)c(CCNC(=O)CN2C(=O)CC(C)(C)S(=O)(=O)c3ccccc32)c1	-3	-6	2	0	-1	-5	-4	-2	3	-3
CCOc1ccccc1N1Cc2ccccc2C1	-2	10	15	4	-6	-5	1	4	6	2
O=C(NCc1ccco1)c1ccc(CS(=O)(=O)c2cccc(C(F)(F)F)c2)o1	-1	-1	10	3	6	2	7	5	3	-5
Cc1ccc2cc(/C=N/NC(=O)[C@H]3C[C@@H]3c3ccccc3)c(Cl)nc2c1	-2	2	-10	-1	1	1	17	3	-1	0
CC(C)C(NC(=O)c1ccccc1F)C(=O)NCC(c1ccco1)N1CCCCC1 (centres undefined)	6	1	-8	4	-5	2	4	0	5	0

Random excerpt: two compounds from above.
smiles	LEDGF integ inh	rCAG binder	HTRA1 inhibitor	MBD2 DNA inh	ABHD4 inh	SIAE primary	TDP2 absorb	GC-B act	PRMT1 inh	TCR-CD3 inh
CCCCNc1c([N+](=O)[O-])c(=O)n(C)c2ccccc12	-4	2	5	5	-8	-3	-15	3	12	-4
C=CCN(CC=C)CCCOc1ccccc1C(=O)OC	2	-2	1	6	2	6	8	-2	-3	-13

The list continues.
smiles	LEDGF integ inh	rCAG binder	HTRA1 inhibitor	MBD2 DNA inh	ABHD4 inh	SIAE primary	TDP2 absorb	GC-B act	PRMT1 inh	TCR-CD3 inh
CCc1ccccc1N(CC(=O)NCc1ccco1)C(=O)c1snc(C(N)=O)c1N	1	7	-2	1	2	1	10	-9	2	-1
O=C(O)c1nn(CC(=O)N2CCC(Cc3ccccc3)CC2)c(=O)c2ccccc12	-2	6	-11	-8	-26	3	11	-7	0	0
Cc1cc2nc(N=C(N)N)nc(C)c2cc1C	0	22	-6	2	5	-1	5	3	-1	2
CC(=O)Nc1ccc(NC(=O)CS(=O)(=O)Cc2ccccc2)cc1	-1	-4	-2	5	-4	7	9	6	1	0
O=C(Nc1ccc(Cl)cc1)Nc1ccccc1C(=O)N1CCCC1	0	3	·	-4	-6	-3	2	-2	-2	·
COC(=O)C1C/C(=N/NS(=O)(=O)c2ccc(C)cc2)CS1 (centres undefined)	-1	5	0	-5	-5	3	-17	7	4	3
CS(=O)(=O)N(CC(=O)N1CCOCC1)c1ccc2c3c(cccc13)CC2	-1	-2	6	-3	0	5	9	3	-1	7
CC(Cc1ccccc1)C(=O)NCCO (centres undefined)	1	-1	-3	1	0	2	-12	2	-2	4
CCOCCCNC(=O)C(c1ccccc1)N(Cc1ccc2c(c1)OCO2)C(=O)c1ccccc1O (centres undefined)	0	-3	6	1	0	5	-5	-9	-2	2

These rows are one share of the data; count on the stated rates, not on these rows.
